Rv3671c inh: Rv3671c (M. tuberculosis) protease inhibition; P9WHR9; 320,000 tested, 0.048% active; inhibition, % at 5.96 µM; in the data active = inhibition above about 38%;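 note: extracellular domain of Rv3671c used as enzyme; 0% = enzyme with DMSO and 100% = no enzyme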
Target sequence (P9WHR9 whole entry, looked up, the tested form may be a part): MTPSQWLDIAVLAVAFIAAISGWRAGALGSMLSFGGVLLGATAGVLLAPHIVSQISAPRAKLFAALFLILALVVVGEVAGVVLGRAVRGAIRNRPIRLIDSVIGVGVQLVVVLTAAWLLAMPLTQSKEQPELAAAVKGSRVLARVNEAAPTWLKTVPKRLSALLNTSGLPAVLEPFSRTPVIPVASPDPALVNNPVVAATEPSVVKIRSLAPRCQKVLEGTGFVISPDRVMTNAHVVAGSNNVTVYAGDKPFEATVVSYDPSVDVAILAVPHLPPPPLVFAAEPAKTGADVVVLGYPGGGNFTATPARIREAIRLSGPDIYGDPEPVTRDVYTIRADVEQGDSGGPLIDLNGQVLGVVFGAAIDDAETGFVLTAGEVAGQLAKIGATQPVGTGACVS
3CLpro inhibitor: SARS-CoV 3CLpro protease inhibition | 290,000 tested, 0.14% active | P0C6X7 | inhibition, % at 6 µM | recombinant SARS-CoV 3CLpro, quenched FRET peptide cleavage; in the data active = inhibition above about 12%
PriA SSB inh: K. pneumoniae PriA-SSBct interaction inhibition; AID 1272365; inhibition, % at 33 µM; 430,000 tested, 0.6% active; AlphaScreen SSBct-PriA binding, biotinylated peptide; in the data active = inhibition mostly above about 37%, no sharp cut-off; inactive = mostly below about 20%;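 note: plate controls were negative control peptide for no effect and reference peptide for full effect; strong numbers were not always called active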
BH1578 lux ind: induces V. cholerae light production without autoinducers. V. cholerae BH1578 lux reporter, luminescence, 6 h. 350,000 tested, 0.16% active. activation, % at 18.7 µM; in the data active = activation mostly above about 9.7%, no sharp cut-off; note: not every result past the cut was called active; inactives centre near 0; reference of the scale not given here
Mtb BioA inh: blocks M. tuberculosis BioA enzyme activity; purified M. tuberculosis BioA enzyme, plate reader; inhibition, % at 9.99 µM; 360,000 tested, 0.096% active; in the data active = inhibition above about 40%
VHR inh abs: DUSP3 (human) phosphatase inhibition. recombinant VHR phosphatase, pNPP absorbance. inhibition, % at 13.3 µM. 290,000 tested, 0.52% active. AID 1654; in the data active = inhibition above about 50%; note: some compounds called inactive have numbers as strong as hits
Target sequence (P51452 whole entry, looked up): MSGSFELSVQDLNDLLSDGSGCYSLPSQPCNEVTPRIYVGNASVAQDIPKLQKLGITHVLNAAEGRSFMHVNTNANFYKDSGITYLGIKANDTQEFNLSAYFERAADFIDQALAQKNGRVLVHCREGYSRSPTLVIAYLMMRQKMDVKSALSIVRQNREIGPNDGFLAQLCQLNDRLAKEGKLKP
Mtb UGM inh: Mtb UDP-galactopyranose mutase inhibition | P9WIQ1 | purified UGM, fluorescence polarization probe displacement | inhibition, % at 10 µM | 320,000 tested, 0.06% active | AID 504406; in the data active = inhibition above about 10%, passing the limit was not always enough
Target sequence (P9WIQ1 whole entry, looked up): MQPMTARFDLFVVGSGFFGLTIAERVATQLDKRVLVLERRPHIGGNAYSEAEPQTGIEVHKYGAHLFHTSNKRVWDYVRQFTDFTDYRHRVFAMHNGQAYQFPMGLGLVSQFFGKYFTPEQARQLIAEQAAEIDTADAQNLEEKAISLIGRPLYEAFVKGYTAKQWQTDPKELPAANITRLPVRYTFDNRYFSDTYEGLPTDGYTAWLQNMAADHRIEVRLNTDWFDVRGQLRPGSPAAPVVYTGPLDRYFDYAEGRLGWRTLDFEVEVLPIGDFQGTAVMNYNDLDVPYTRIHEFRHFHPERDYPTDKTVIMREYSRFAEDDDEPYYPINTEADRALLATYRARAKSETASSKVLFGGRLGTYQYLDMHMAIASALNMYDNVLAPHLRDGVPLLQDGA
FBA Mtb inh: Mtb fructose-bisphosphate aldolase inhibition; purified M. tuberculosis FBA, fluorescence read-out; inhibition, % at 1 µM; 360,000 tested, 2.3% active; AID 588726; in the data active = inhibition above about 27%;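 note: 0% = vehicle and 100% = reference inhibitor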
GDH-TPI inh: inhibits GDH-TPI coupling enzymes, artifact for Mtb FBA screen; GDH-TPI coupled enzyme counterscreen, NADH absorbance; inhibition, % at 4.8 µM; 360,000 tested, 1.2% active; AID 588335; in the data active = inhibition above about 30%;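 note: 0% = DMSO wells and 100% = wells lacking the enzyme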
MazEF act: increases E. coli MazEF RNase cleavage of RNA | P0AE70 | FAM/BHQ RNA-DNA oligo cleavage fluorescence, 5 h | activation, % at 20 µM | 350,000 tested, 0.32% active | AID 504720; in the data active = activation above about 50%
Starred values were filed as active, the others as inactive; i = inactive; nt = not tested or not shown; & = joins results of further samples. These rows are one share of the data (hit frequency here may not be typical).

Short keys – A = Rv3671c inh; B = 3CLpro inhibitor; C = PriA SSB inh; D = BH1578 lux ind; E = Mtb BioA inh; F = VHR inh abs; G = Mtb UGM inh; H = FBA Mtb inh; I = GDH-TPI inh; J = MazEF act
> CCN1/C(=C/C=C/C=C/c2sc3ccccc3[n+]2CC)Sc2ccccc21
  A: -298	B: 0	C: nt	D: nt	E: nt	F: -7	G: -5.1	H: nt	I: nt	J: nt

> CCOC(=O)[C@@]1(C#N)[C@@H]2C=CC(C(N)=O)=CN2[C@@H](C(N)=O)[C@@H]1c1cccc(Cl)c1
  A: -4	B: -4	C: -6	D: -0.8	E: -3.7	F: -6	G: 4.3	H: 11	I: 16	J: 10

> COc1ccc(NC(=O)c2cc(S(=O)(=O)N3CCCCC3)c[nH]2)c(OC)c1
  A: -1	B: 3	C: -13	D: -0.3	E: 3.6	F: 21	G: -0.7	H: 2	I: 1	J: 13

> COc1ccc(NC(=O)CN(C)CC(=O)NCc2ccc(C)cc2)cc1
  A: -2	B: nt	C: -9	D: i	E: 2.3	F: nt	G: 2.0	H: -2	I: -3	J: 1

> COc1ccc(OC)c(COC(=O)c2cc([N+](=O)[O-])ccc2N2CCOCC2)c1
  A: -6	B: nt	C: 25	D: i	E: -7.0	F: nt	G: -0.2	H: 1	I: 16	J: -12

> O=c1cc(-c2ccc(O)cc2)oc2ccc3ccccc3c12
  A: -66	B: nt	C: -18	D: i	E: -1.8	F: nt	G: -0.1	H: 5	I: 16	J: 4

> COc1ccccc1C(=O)NCCC(=O)N(C)Cc1ccc(C)o1
  A: 7	B: 0	C: -9	D: 0.4	E: 0.8	F: 12	G: -1.2	H: 0	I: -6	J: 8

> O=C(CCCn1c(=O)c2ccccc2n(Cc2cccc(F)c2)c1=O)NC1CCN(Cc2ccccc2)CC1
  A: 9	B: 3	C: nt	D: nt	E: nt	F: -11	G: 0.5	H: nt	I: nt	J: nt

> Cc1cc(-c2ccccc2)c(C#N)c(=S)[nH]1
  A: 4	B: -1	C: -3	D: -0.3	E: 13	F: 5	G: 0.3	H: -1	I: 6	J: -1

> O=C(Cc1ccccc1Cl)Nc1cccc(S(=O)(=O)N2CCCCCC2)c1
  A: -15	B: nt	C: -5	D: -0.2	E: 0.3	F: nt	G: 3.8	H: -2	I: 4	J: 2

> Cc1ccc(C(=O)Nc2ccc3c(c2)ncn3C)cc1
  A: 4	B: 7	C: -17	D: 18	E: 3.5	F: 5	G: 1.5	H: -4	I: 6	J: 2

> COc1cc(S(=O)(=O)N2CCCN(C)CC2)ccc1NC(C)=O
  A: 0	B: -2	C: -4	D: -0.4	E: -1.1	F: -4	G: -1.8	H: 4	I: -7	J: 14

> CCOc1ccc(S(=O)(=O)NCCC(=O)Nc2ccncc2)cc1
  A: -2	B: nt	C: -3	D: -0.9	E: -3.5	F: nt	G: 0.6	H: 4	I: 11	J: 0

> CCN(C(=O)COC(=O)c1ccc(N2C(=O)c3ccccc3C2=O)cc1)C1CCS(=O)(=O)C1 (centres undefined)
  A: 9	B: -2	C: -3	D: i	E: nt	F: 11	G: 0.1	H: 2	I: 5	J: -5

> COc1ccc(-c2nnc(-c3ccc(N(C)C)cc3)o2)cc1
  A: -10	B: 0	C: -9	D: i	E: -2.1	F: -17	G: 2.2	H: 18	I: 22	J: -9

> O=C(NC(=S)N1CCCCC1CO)C12CC3CC(CC(C3)C1)C2 (centres undefined)
  A: 6	B: 4	C: -8	D: i	E: nt	F: 4	G: -0.8	H: 0	I: 10	J: 11

> CC(=O)Nc1ccc(OCC(O)CN2CCN(Cc3ccccc3)CC2)cc1 (centres undefined)
  A: 2	B: 3	C: 1&9	D: -0.3	E: -3.5	F: 6	G: -0.8	H: 2	I: -8	J: 1

> CCNc1nc(SC(C)C(=O)Nc2ccccc2)nc(N(C)C)n1 (centres undefined)
  A: -1	B: 3	C: -9	D: -0.4	E: -3.4	F: 36	G: -0.1	H: -1	I: -5	J: 3

> O=C(NC1(C(F)(F)F)NC(=O)N(Cc2cccnc2)C1=O)c1cccs1 (centres undefined)
  A: 0	B: 2	C: -3	D: i	E: -1.4	F: 1	G: 0.4	H: -4	I: 5	J: 9

> CNC(=S)Nc1sc2c(c1C(=O)OC)CCC2
  A: -5	B: -1	C: -2	D: -0.2	E: -0.2	F: 12	G: -0.4	H: 1	I: 6	J: 14

> COc1ccc(C(=O)NC(=S)Nc2nc(-c3ccc(OC)c(Br)c3)cs2)cc1Br
  A: -7	B: -3	C: -3	D: i	E: -0.8	F: 1	G: 1.9	H: -2	I: -8	J: -6

> COc1cc(NC(=O)c2ccc(-c3csc(C)n3)cc2)c(OC)cc1Cl
  A: 2	B: -3	C: -15	D: 1.2	E: 8.6	F: 30	G: 1.5	H: -1	I: 11	J: 14

> CC(=O)c1cccc(NC(=O)NCCS(C)=O)c1 (centres undefined)
  A: 6	B: -1	C: -15	D: -0.4	E: -0.4	F: 22	G: 2.2	H: 2	I: -10	J: 7

> COC(=O)c1sccc1NC(=O)c1ccncc1
  A: 1	B: -2	C: 2	D: i	E: 0.2	F: -21	G: 2.3	H: -10	I: -9	J: -3

> Cc1c(CNCCc2ccc(Cl)cc2)c(C(=O)O)c(C)n1Cc1ccccc1
  A: -1	B: 2	C: -2	D: i	E: nt	F: 23	G: -2.2	H: -3	I: -3	J: 2

> Cc1ccc(S(=O)(=O)N[C@H](C(=O)OCn2nnc3ccccc3c2=O)C(C)C)cc1
  A: 3	B: 0	C: -11	D: i	E: -1.4	F: 3	G: -1.0	H: -2	I: -9	J: 6

> Cc1ccc(-c2cc(C(=O)N3CCCC3)no2)cc1
  A: 2	B: 4	C: -8	D: -2.0	E: 0.0	F: 13	G: -1.1	H: 0	I: 1	J: 5

> Cc1ccc2c(CC(=O)N3CCN(S(=O)(=O)c4ccccc4)CC3)coc2c1
  A: nt	B: nt	C: -4	D: i	E: 2.4	F: nt	G: nt	H: 1	I: 2	J: 2

> COc1ccccc1CNC(=O)C(NC(=O)c1ccccc1C)C(C)C (centres undefined)
  A: -1	B: 4	C: 0	D: -0.4	E: nt	F: 15	G: -2.5	H: 0	I: -8	J: 24

> COc1ccc(OC)c(NC(=O)C2CC2c2ccccc2)c1 (centres undefined)
  A: 0	B: 2	C: -2	D: -0.2	E: 0.2	F: 18	G: 2.5	H: 0	I: -8	J: 8

> C=CCOc1ccc(C=Nc2ccc(OC)cc2)c(O)c1
  A: -2	B: 2	C: -9	D: -0.7	E: nt	F: -20	G: 3.2	H: -1	I: 5	J: 13

> COc1ccc2nc(SCC(=O)Nc3ccc4c(c3)OCCO4)[nH]c2c1
  A: -4	B: 0	C: 1	D: -12	E: -1.7	F: 16	G: -1.2	H: 1	I: 7	J: 4

> COc1ccc(C(=O)C(C)OC(=O)c2cccc(S(=O)(=O)Nc3c(C)n(C)n(-c4ccccc4)c3=O)c2)cc1 (centres undefined)
  A: 2	B: nt	C: -11	D: i	E: -0.7	F: nt	G: 0.7	H: 2	I: 5	J: -2

> COc1ccc2c(c1OC)C(=O)N1c3ccccc3SC21 (centres undefined)
  A: -7	B: 2	C: 1	D: -0.3	E: -2.8	F: 26	G: 0.0	H: 27	I: 5	J: -11

> O=C(c1ccc(CN2CCOCC2)cc1)N1CCN(Cc2ccccc2)CC1
  A: -2	B: -1	C: -11	D: -0.3	E: -0.3	F: 10	G: -1.4	H: -2	I: -1	J: 1

> Cn1nc(C(=O)Nc2ccccc2)c2c1-c1ccccc1S(=O)(=O)C2
  A: -10	B: -4	C: -21	D: -2.1	E: -0.8	F: 22	G: -0.3	H: 1	I: -3	J: 17

> CC1CN(CC(=O)Nc2cccc(C(=O)Nc3cccc(C(F)(F)F)c3)c2)CC(C)O1 (centres undefined)
  A: -26	B: -7	C: -15	D: i	E: 0.5	F: 19	G: 2.5	H: 2	I: 0	J: 3

> Nc1nc(N)nc(-c2ccccn2)n1
  A: -10	B: -7	C: 78*	D: -0.8	E: 0.1	F: 10	G: -0.1	H: 1	I: -7	J: 6

> O=C(CSc1n[nH]c(-c2ccc(S(=O)(=O)NC3CCCCC3)cc2)n1)N1CCCC1
  A: -3	B: -2	C: -8	D: -3.6	E: 1.6	F: 21	G: 0.7	H: 125*	I: 2	J: 1

> CCC(C)c1ccc(S(=O)(=O)N2CC(=O)Nc3ccccc32)cc1 (centres undefined)
  A: 6	B: 1	C: -11	D: -0.5	E: nt	F: -8	G: -0.4	H: -2	I: 7	J: 5

> CCn1c2ccccc2c2cc(NC(=O)CSc3nccc(=O)[nH]3)ccc21
  A: 13	B: -4	C: 12	D: i	E: -0.3	F: -1	G: 1.1	H: 2	I: 16	J: -3

> O=S(=O)(NC1CCN(S(=O)(=O)c2c(F)cccc2F)CC1)c1ccc2c(c1)OCCO2
  A: 2	B: nt	C: 0	D: i	E: 0.8	F: nt	G: -3.7	H: 4	I: -4	J: 10

> Cc1cc(CN(C)C(=O)CC2C(=O)NCCN2CC(c2ccccc2)c2ccccc2)on1 (centres undefined)
  A: -7	B: -1	C: -7	D: -0.1	E: nt	F: 30	G: -0.3	H: 2	I: 9	J: -3

> COC(=O)CN(C#N)c1nc(N(C)C)nc(N(C)C)n1
  A: 2	B: -2	C: -1	D: 0.3	E: nt	F: 16	G: -0.2	H: -3	I: -17	J: 7

> Cc1ccc(SCC(=O)Nc2cccnc2)cc1
  A: 4	B: 0	C: 1	D: 3.1	E: nt	F: nt	G: 0.3	H: -3	I: 0	J: 4

> Cc1ccc2cc(CN(Cc3cccs3)Cc3nnnn3CC3CCCO3)c(=O)[nH]c2c1 (centres undefined)
  A: 5	B: -1	C: 5	D: 0.9	E: 2.2	F: -10	G: 0.0	H: -2	I: 15	J: -5

> COc1ccc(-n2nc(C(=O)NCC(=O)NCC3COc4ccccc4O3)c3ccccc3c2=O)cc1OC (centres undefined)
  A: -3	B: 3	C: -3	D: i	E: nt	F: -2	G: 3.3	H: 1	I: 17	J: 1

> CCCCCCSc1nsc(NC(=O)CC(C)C)n1
  A: -5	B: 2	C: -29	D: i	E: 2.1	F: -17	G: 2.8	H: -3	I: 1	J: -6

> O=C(c1ccco1)N1CCN(C2c3ccccc3-c3ccccc32)CC1
  A: 2	B: -1	C: 1	D: i	E: -1.7	F: -1	G: -0.1	H: 1	I: 16	J: 3

> COc1ccc(C(=O)Nc2ncc3c(n2)CC(C)CC3=O)cc1 (centres undefined)
  A: -2	B: 2	C: 11	D: i	E: 1.0	F: 22	G: -0.8	H: 0	I: 9	J: 3

The results go on.
Short keys – A = Rv3671c inh; B = 3CLpro inhibitor; C = PriA SSB inh; D = BH1578 lux ind; E = Mtb BioA inh; F = VHR inh abs; G = Mtb UGM inh; H = FBA Mtb inh; I = GDH-TPI inh; J = MazEF act
> Cc1nnc(SCC(=O)NC2CCCCC2)n1-c1ccccc1
  A: nt	B: nt	C: nt	D: -0.7	E: 1.1	F: nt	G: nt	H: 0	I: -2	J: 7

> O=C1NC(=O)C2(CCC(C(=O)O)C2)N1 (centres undefined)
  A: 0	B: 1	C: -12	D: i	E: -1.4	F: 0	G: -1.4	H: 0	I: -2	J: -3

> Nc1nnc(CC(=O)N/N=C/c2ccccc2OCc2ccccc2F)s1
  A: -5	B: 0	C: i	D: -0.5	E: nt	F: -7	G: -1.4	H: 1	I: 4	J: 10

> O=C(NCC1CCCO1)c1cc(S(=O)(=O)N2CCOCC2)ccc1Cl (centres undefined)
  A: 1	B: -8	C: 0	D: -0.6	E: -0.3	F: 29	G: 0.1	H: 4	I: 4	J: -10

> CC[C@]12c3[nH]c4ccc(OC)cc4c3CCN1C(=O)C(CC(=O)NC/C=C(\C)CCC=C(C)C)C[C@@H]2C(=O)N1CCN(C(=O)C2CC2)CC1 (some centres undefined)
  A: nt	B: nt	C: 8	D: -1.0	E: 0.0	F: nt	G: nt	H: 3	I: 3	J: 6

> COc1ccc(OC)c(CCNC(=O)Cc2ccc(NC(=O)C3=C(C)OCCS3)cc2)c1
  A: nt	B: nt	C: nt	D: -0.5	E: -2.5	F: nt	G: nt	H: -2	I: -12	J: 0

> COc1ccccc1CNC(=O)c1c(O)c2cc(OC)c(OC)cc2[nH]c1=O
  A: -1	B: 6	C: -16	D: -2.3	E: -1.5	F: 38	G: 4.2	H: 0	I: 2	J: 10

Screening results from PubChem BioAssay.
